S100A4 MyoIIA: inhibitors of human S100A4 binding to myosin IIA peptide | inhibition, % at 10.7 µM | P26447 | S100A4/TAMRA-MyoIIA peptide fluorescence polarization | AID 652163 | actives 0.14% (n = 360,000);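 active = mean inhibition of at least 70% across replicates, with every replicate also reaching that level; inconclusive = mean inhibition reaches 70% but some replicates fall short; inactive = mean inhibition below 70%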
Target sequence (P26447 whole entry, looked up): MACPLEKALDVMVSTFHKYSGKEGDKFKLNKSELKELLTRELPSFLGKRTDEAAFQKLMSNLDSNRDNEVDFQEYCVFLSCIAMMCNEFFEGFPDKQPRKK
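Material: human S100A4 monomer with TAMRA-labelled myosin IIA peptide; buffer or medium: HEPES pH 7.2 with CaCl2, KCl, NaCl, DTT, Triton; compound dosing: one concentration per compound; schedule: 5 min incubation before reading; benchmarks: neutral control DMSO, positive control TFP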
ERp5 inh: inhibitors of human ERp5; actives 0.05% (n = 350,000); AID 651711; inhibition, % at 9.99 µM; ERp5 insulin aggregation, absorbance 650 nm, 90 min; Q15084;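 active = mean replicate inhibition above about 25%, with every replicate also reaching it, limit read from the data, passing the limit was not always enough; inconclusive = only one of those two criteria met; inactive = neither criterion met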
SIRT5 inh: sirtuin-5 (human) deacylase inhibition. Q9NXA8. Purified SirT5, succinyl-peptide AMC, trypsin-coupled fluorescence. inhibition, % at 15 µM. actives 1.1% (n = 330,000); in the data active = inhibition above about 15%; inconclusive = no clear call, values can overlap the other calls
Target sequence (Q9NXA8 whole entry, looked up): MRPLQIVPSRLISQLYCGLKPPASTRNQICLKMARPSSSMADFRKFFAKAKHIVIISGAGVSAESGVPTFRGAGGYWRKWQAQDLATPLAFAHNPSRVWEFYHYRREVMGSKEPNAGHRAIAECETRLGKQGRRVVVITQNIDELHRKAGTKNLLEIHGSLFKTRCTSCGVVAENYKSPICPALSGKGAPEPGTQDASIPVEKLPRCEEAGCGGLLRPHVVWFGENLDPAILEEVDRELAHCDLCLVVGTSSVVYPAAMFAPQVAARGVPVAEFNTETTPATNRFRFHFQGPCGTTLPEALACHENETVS
Statin myotox sup: suppressors of simvastatin-induced myotoxicity in C2C12 myotubes; AID 602340; rescue of ATP level, % at 7.49 µM; actives 0.78% (n = 330,000); ATP luminescence, 48 h; scaled: DMSO 0, geranylgeraniol control 100;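 active = mean ATP rescue above about 67%, or every replicate alone reaching that limit, limit read from the data, passing the limit was not always enough; inconclusive = no clear call, values can overlap the other calls; inactive = mean under the limit and some replicate under it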;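 also: myotubes were challenged with 10 µM simvastatin during compound exposure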
PglD inh: PglD (C. jejuni) enzyme inhibition; purified PglD enzyme, DTNB colorimetric CoA detection; inhibition, % at 12.5 µM; actives 0.098% (n = 360,000); AID 602405; in the data active = inhibition above about 16%, passing the limit was not always enough; inconclusive = no clear call, values can overlap the other calls; also: strong numbers were not always called active
DENV2 CPE rescue: inhibitors of DENV2 cytopathic effect | DENV2-infected cells, cytopathic effect rescue, plate reader | CPE inhibition, % at 9.99 µM | actives 1.7% (n = 350,000) | AID 651640; in the data active = CPE inhibition above about 20%, passing the limit was not always enough; inconclusive = no clear call, values can overlap the other calls; tested in BHK-21 cells;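 also: 0% = median of neutral control wells and 100% = median of positive control wells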
E-sel inducer: induces E-selectin expression in human endothelial cells; P16581; HUVEC E-selectin immunofluorescence imaging; normalized: neutral wells 0, TNF-alpha wells 100; activation, % at 7.58 µM; actives 0.37% (n = 260,000);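 active = mean E-selectin-positive cell signal at least 10% of the positive control, reached in at least 60% of replicates, without over 20% cell loss; inconclusive = no rule given, readout overlaps actives, possibly toxicity-flagged; inactive = the rest, including those meeting only one limit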;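 also: in these data hits start at about 27%; measured in HUVEC primary endothelial cells; signal is the percent of cells scored E-selectin positive by PE staining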
Target sequence (P16581 whole entry, looked up): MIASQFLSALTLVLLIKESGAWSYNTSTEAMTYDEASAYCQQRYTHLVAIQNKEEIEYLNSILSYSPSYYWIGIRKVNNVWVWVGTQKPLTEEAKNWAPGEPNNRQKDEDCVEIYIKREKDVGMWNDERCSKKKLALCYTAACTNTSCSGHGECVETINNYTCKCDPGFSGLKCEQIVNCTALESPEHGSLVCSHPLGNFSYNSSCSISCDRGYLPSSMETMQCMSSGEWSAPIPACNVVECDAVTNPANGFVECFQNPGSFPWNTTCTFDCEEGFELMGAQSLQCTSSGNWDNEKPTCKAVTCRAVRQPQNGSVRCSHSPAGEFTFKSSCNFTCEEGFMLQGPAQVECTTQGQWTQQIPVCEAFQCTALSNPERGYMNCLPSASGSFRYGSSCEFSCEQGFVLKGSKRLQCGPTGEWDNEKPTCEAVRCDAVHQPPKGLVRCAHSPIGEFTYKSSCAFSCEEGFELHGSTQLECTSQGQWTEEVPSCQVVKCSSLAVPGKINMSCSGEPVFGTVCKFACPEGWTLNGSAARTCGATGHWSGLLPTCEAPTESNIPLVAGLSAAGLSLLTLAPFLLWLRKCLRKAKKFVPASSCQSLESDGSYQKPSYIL
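material = human umbilical vein endothelial cells (HUVEC), E-selectin induction | quantity = 3,000 cells/well | medium = EGM-2 growth medium on 0.1% gelatin-coated wells | technique = immunofluorescence imaging | read-out basis = % PE-positive cells | control set = TNF-alpha positive control, DMSO neutral control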
* marks the source's active call; other numbers are inactive results; ? = inconclusive; . = no result given; & = joins results of further samples. Only part of the results is shown; the hit share may differ from the screen's.

SMILES,S100A4 MyoIIA,ERp5 inh,SIRT5 inh,Statin myotox sup,PglD inh,DENV2 CPE rescue,E-sel inducer
C[C@H](CO)N1C[C@H](C)[C@@H](CN(C)S(=O)(=O)c2ccc3c(c2)OCCCO3)OCc2cn(nn2)CCCC1=O,-4&2,7&-1,-1&1,-5&1,4&2,?,.
COc1ccc(CN(C)C[C@H]2Oc3c(NS(=O)(=O)c4ccc(F)cc4)cccc3C(=O)N([C@@H](C)CO)C[C@H]2C)cc1,11,-5,-8,0,-2,14,1.9
O=C(N[C@H]1C/C=C\C[C@@H](CC(=O)N(CCO)Cc2ccccc2)C(=O)NC[C@H](c2ccccc2)OC1=O)OCC1c2ccccc2-c2ccccc21,0,-5,.,-45,-1,?,0.4
COc1ccc(-c2oc3ccc(-c4ccc5c(c4)OCO5)cc3c2C#CC2(O)CCCCC2)cc1,-1,5,.,17,-6,-22,0.0
Cc1noc(C)c1S(=O)(=O)N(C)C[C@H]1Oc2ccc(N(C)C)cc2CC(=O)N([C@H](C)CO)C[C@H]1C,129*,1,-2,-22,0,-12,-0.1
COc1ccccc1N(CC(=O)NC1CCCC1)C(=O)CCCC(=O)Nc1ccccn1,6,-4,-1,0,.,10,0.4
Cc1ccc(-c2cccc(-c3cc(=O)oc4ccc(C(C)(C)C)cc34)c2)cc1,-2,0,1,4,0,-1,.
O=C(COc1ccccc1[N+](=O)[O-])Nc1cccc(C(=O)Nc2ccccc2C(=O)O)c1,-5,2,-1,.,-1,12,-4.3
O=C(C[C@@H]1C[C@H]2c3cc(NC(=O)CC4CC4)ccc3O[C@H]2[C@@H](CO)O1)NCC1CC1,-3,0,0,1,-1,4,1.0
O=C(NC1Cc2ccccc2C1)[C@@H]1[C@@H](CO)[C@@H]2Cn3c(ccc(C4=CCCCC4)c3=O)[C@H]1N2,7,-1,-17,10,-1,6,0.9

Quoted from above (two entries):
SMILES,S100A4 MyoIIA,ERp5 inh,SIRT5 inh,Statin myotox sup,PglD inh,DENV2 CPE rescue,E-sel inducer
O=C(C[C@@H]1C[C@H]2c3cc(NC(=O)CC4CC4)ccc3O[C@H]2[C@@H](CO)O1)NCC1CC1,-3,0,0,1,-1,4,1.0
O=C(NC1Cc2ccccc2C1)[C@@H]1[C@@H](CO)[C@@H]2Cn3c(ccc(C4=CCCCC4)c3=O)[C@H]1N2,7,-1,-17,10,-1,6,0.9

Additional structures
SMILES,S100A4 MyoIIA,ERp5 inh,SIRT5 inh,Statin myotox sup,PglD inh,DENV2 CPE rescue,E-sel inducer
CCc1cccc(NS(=O)(=O)c2ccc3c(c2)CCC(=O)N3)c1,7,-3,-4,.,.,16,.
CC(C)n1c(SCC(=O)Nc2ccc(F)cc2)nnc1C1CC1,-5,3,11,-7,4,0,-1.1
C[C@H](CO)N1C[C@H](C)[C@@H](CN(C)Cc2ccccn2)Oc2cc(-c3cccc(C#N)c3)ccc2S1(=O)=O,4,-2,?,-80,-3,2,-0.5
COC(=O)c1c(NC(C)=O)sc(C)c1C,-1,-14,-8,-3,.,3,.
N#Cc1ccc(NC(=O)c2cccs2)nc1,1,-1,0,-2,3,-5,.
O=S(=O)(Nc1cccc2ccccc12)c1ccccc1,-4,4,0,.,.,-4,0.7
COc1ccc2c3c([nH]c2c1)[C@@H](CO)N(C(=O)Nc1cccc(F)c1)CC31CN(CC2CCOCC2)C1,-3,14,1,.,.,?,-0.5
CN(C)C(=O)c1cccc(-c2ccc(C3[C@H]4CNC[C@@H]3N4C(=O)Nc3cccc(Cl)c3)cc2)c1 (stereo partly drawn),-1,-4,3,.,.,4&-2,0.1&-0.2
Cc1ccc(NS(=O)(=O)c2cc(-c3cc(C)no3)ccc2C(C)C)nc1,0,-1,-2,7,2,?,.
COC(=O)c1cc(NC2c3ncccc3C(=O)N2Cc2ccccc2)cc(C(=O)OC)c1 (stereo not drawn),2,3,-2,-13,3,-1,.
COc1cccc(C(O)c2nc(-c3ccccc3)cs2)c1 (stereo not drawn),-1,5,.,0,-3,-2,0.1
Cc1sc2nc(CN3CCCC3)nc(N3CCN(S(=O)(=O)c4cccc(F)c4)CC3)c2c1C,-6,3,-4,-21,-4,-7,0.4
CC(Sc1ccc(Cl)cc1)C(=O)NCC(c1ccco1)N1CCCCC1 (stereo not drawn),-10,3,9,6,2,-5,4.1
C[C@H]1CN([C@@H](C)CO)C(=O)c2cccc(NC(=O)c3ccc(-c4nccs4)cc3)c2O[C@H]1CN(C)C(=O)Nc1ccc(C(F)(F)F)cc1,10,-3,5,-61,0,-3,0.1
CC(C)COCC(O)CCC(=O)NNC(=S)Nc1ccccc1 (stereo not drawn),-2,-4,.,.,.,94*,.
N#Cc1nc(NCC(F)F)nc(Nc2cc(F)cc(F)c2)n1,.,.,.,?,4,.,-0.4
CS(=O)(=O)NCCCCNc1ccc(C(F)(F)F)cc1[N+](=O)[O-],-3,-4,3,.,.,9,.
Cc1cc(C)cc(OCC(=O)N(C)CC(=O)Nc2ccc(Cl)c(C(F)(F)F)c2)c1,6,1,-5,-1,4,8,.
O=C(c1ccco1)N1CCN(C(c2cccs2)c2sc3ncnn3c2O)CC1 (stereo not drawn),0,-7,-3,-5,-1,4,0.5
COc1ccccc1C(=O)Nc1ccc2c(c1)OC[C@@H](C)N(C)C[C@@H](C)[C@H](OC)CN(C)C2=O,1,-2,8,8,0,-4,0.0
CC1=C(C(=O)N2CCN(C(=O)c3ccco3)CC2)C2(CCC(C)CC2)OC1=O (stereo not drawn),-1,-6,.,-13,2,-2,?
C=CCSC1=N[C@@]2(COCc3ccc(OC)cc3)Oc3ccccc3[C@H]([C@H]2CO[Si](C)(C)C(C)(C)C)N1C(=O)c1ccccc1,10,-6,-4,.,0,3,.
NCC[C@H]1CC[C@@H](NS(=O)(=O)c2ccc(Cl)cc2)[C@H](CO)O1,-5,1,0,-18,-2,-2,2.2
COc1ccccc1/C=C/c1nc(S(=O)(=O)c2ccccc2)c(N2CCC(C(N)=O)CC2)o1,-9,0,17*,12,-1,-2,.
O=S1(=O)N[C@H](Cc2ccccc2)COc2cccc(N3CCCC3)c21,3,4,-1,.,.,-6,1.1
COc1ccc(CN(C)C[C@@H]2Oc3ccc(NS(=O)(=O)c4ccccc4)cc3C(=O)N([C@H](C)CO)C[C@H]2C)cc1,-17,4,1,-2,4,5,-2.5
CCN(CC)S(=O)(=O)c1cc(C(=O)OCC(=O)Nc2cccc(S(=O)(=O)N(C)C)c2)ccc1F,-10,-1,-7,11,.,-6,.
CCOc1ccc(NC(=O)CN(C)C(=O)COc2cccc(CC)c2)cc1OCC,-6,4,-2,2,2,-10,0.0
CC1OC(OCC2OC(Oc3c(-c4ccc(O)cc4)oc4cc(O)cc(O)c4c3=O)C(O)C(O)C2O)C(O)C(O)C1O (stereo not drawn),-2,-1,6,-1,0,4,.
Clc1ccccc1CN1CCN(/N=C/C=C/c2ccco2)CC1,3,-1,1,.,.,-5,1.1
O=C(/C=C/c1cccs1)c1ccc(N2CCOCC2)cc1,-2,-2,0,-4,1,?,.
Cc1ccc(S(=O)(=O)N(C)C[C@@H]2Oc3ccc(N(C)C)cc3C(=O)N([C@@H](C)CO)C[C@@H]2C)cc1,-1,-3,2,6,19,-6,-14
COCCNC(=S)N(CCc1c(C)[nH]c2ccc(C)cc12)Cc1cc(OC)c(OC)c(OC)c1,-4,-5,-1,-41,1,5,0.0
CC(=O)Oc1ccc([C@@H]2COc3c(ccc4c3C=CC(C)(C)O4)C2)c(OC(C)=O)c1,1,-2,5,16,-2,?,.
CCO[C@@H]1OC(C(=O)NC2CC2)=C[C@H](c2ccc(Br)cc2)[C@H]1CCCO,3,-2,-2,-25,7,3,0.0
COc1ccc(NC(=O)Cn2c(NCC(C)O)nc3ccccc32)cc1Cl (stereo not drawn),-12,-4,-6,.,.,2,0.1
O=C(COC(=O)CSc1ccc(F)cc1)NNC(=O)c1ccc([N+](=O)[O-])cc1,-2,4,4,-13,1,0,-0.5
C[C@@H]1CN([C@@H](C)CO)C(=O)c2cc(NC(=O)C3CCCCC3)ccc2O[C@@H](C)CCCCO[C@@H]1CN(C)C(=O)Cc1ccccc1,.,.,.,.,3,?,0.1
COc1cccc(-n2cnc(=O)c3cccnc32)c1,0,-1,0,.,.,-5,.
CC(CN1CC(=O)NC(=O)C1)N1CC(=O)NC(=O)C1 (stereo not drawn),1,5,-4,-20,0,0,1.5
COc1cc(OC)c2c(c1)OC(=O)CC2c1ccc(C)cc1 (stereo not drawn),9,-1,1,8,-1,4,10
CN(Cc1c(F)cccc1Cl)C(=O)C1=CC=CN2CCS(=O)(=O)N=C12,7,-13,-2,5,3,2,-0.2
Cc1ccc(-c2onc(C)c2C)cc1S(=O)(=O)N1CCOc2ccccc21,-26,-9,-3,-53,-1,-5,.
O=C(Nc1ccccc1)c1ccccc1N=Cc1ccccc1O,-17,2,3,.,.,0,-1.1
O=C(NCc1ccccc1F)C(=O)NCC1OCCCN1S(=O)(=O)c1cccs1 (stereo not drawn),3,3,4,8,2,-5,-0.1
N#Cc1ccc(S(=O)(=O)NC[C@H]2O[C@@H](n3cnc4c(N)ncnc43)[C@H](O)[C@@H]2O)cc1,3,4,-1,5,5,-1,0.0
CCc1cc[n+](C2=C([O-])c3ccccc3C(=O)/C2=N\S(=O)(=O)c2cccs2)cc1,50,1,-5,.,.,5,.
CC(=O)c1ccc(S(=O)(=O)N2CCN(C(=O)CSC(=S)N3CCCC3)CC2)cc1,7,2,-2,.,.,-4,0.0
OCCC1CN(CC#Cc2ccccc2)CCN1C1CCCC1 (stereo not drawn),-4,11,-4,-1,0,4,0.0
O=C(Nc1cccc(-c2csc(Nc3ccc(Cl)cc3)n2)c1)c1ccccc1,-2,-1,.,-38,4,-8,0.2

Following part.
SMILES,S100A4 MyoIIA,ERp5 inh,SIRT5 inh,Statin myotox sup,PglD inh,DENV2 CPE rescue,E-sel inducer
OC(COc1ccc(Br)cc1)CN1CCN(c2ccccc2)CC1 (stereo not drawn),0,2,4,-3,-6,9,-0.1
CCc1ccc(-c2nnn(CC(=O)N(C3CCCC3)C3CCS(=O)(=O)C3)n2)cc1 (stereo not drawn),-8,-6,-6,22,7,6,0.0
C#CCN(CC(=O)OCC)S(=O)(=O)CCNC1CC1,-1,0,-1,-1,2,7,-0.1
Cc1ccc(N(C(=O)CNC(=O)c2ccco2)C(C(=O)NCC2CCCO2)c2ccccc2)c(C)c1 (stereo not drawn),1,0,-1,1,1,2,.
C[C@H]1CCCCO[C@H](CN(C)C(=O)CCCN(C)C)[C@@H](C)CN([C@@H](C)CO)C(=O)c2cc(N(C)C)ccc2O1,-6,6,0,-1,4,?,-0.1
Cc1ccc(CNC(=O)c2c(-c3ccccc3)sc3ccccc23)o1,2,-6,-6,-24,3,?,0.0
O=C1C(O)CCN1C1CCCCC1 (stereo not drawn),4,6,-4,-3,-1,-8,.
COCc1ccc(CN2CCC(N3CCC(C(=O)N4CCCC4)CC3)CC2)o1,0,-9,-2,-6,0,5,.
CCOc1ncccc1C(=O)Nc1ccc(OC)c(S(=O)(=O)N2CCCCC2)c1,-3,-6,5,-4,4,-2,-0.2
CCC(=O)N(C)C[C@H]1Oc2cc(-c3ccc(C#N)cc3)ccc2S(=O)(=O)N([C@H](C)CO)C[C@@H]1C,16,1,2,-19,-1,-10,0.6
COc1ccc(CN2CCNC(=O)C2CC(=O)N(C)Cc2ccno2)c(F)c1 (stereo not drawn),-3,9,-2,-6,3,-6,-0.3

Assay outcomes from PubChem.
